Source: PubChem (several laboratories)
Bim-Bcl-2 = inhibitors of Bim-Bcl-2 interaction, human | actives 0.06% (n = 190,000) | inhibition, % at 10 µM | P10415 | AID 950 | Bead-based flow cytometry, Bim peptide-Bcl-2 binding; in the data active = inhibition above about 40%;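 note: 0% = no compound wells with probe peptide and 100% = reference peptide inhibitor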
Mcl1 Bid PPI = disrupts binding of human Mcl-1 to Bid peptide. Q07820. TR-FRET Mcl-1/Bid-Dy647 peptide binding, 1536-well. inhibition, % at 21.7 µM. actives 0.97% (n = 220,000). AID 1021;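 active = compounds that cut the binding signal by more than half at the single screening dose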;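 note: His-tagged Mcl-1 with europium anti-His antibody binding Bid BH3 peptide; 0% = Mcl-1 plus peptide wells and 100% = peptide-only wells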
Bim-Bcl-W = human Bim-Bcl-W interaction inhibition | bead-based flow cytometry, Bim peptide-Bcl-W binding | actives 0.02% (n = 190,000) | AID 952 | Q92843 | inhibition, % at 10 µM;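 note: 0% = bound tracer without compound and 100% = peptide blocker; higher means less fluorescent Bim peptide bound to Bcl-W beads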
Bim-Bcl-XL = inhibitors of Bim-Bcl-XL interaction, human; Q07817; Bim peptide-Bcl-XL binding, bead flow cytometry, fluorescence; inhibition, % at 10 µM; actives 0.04% (n = 190,000); AID 1007
Target sequence (Q07817 whole entry, looked up): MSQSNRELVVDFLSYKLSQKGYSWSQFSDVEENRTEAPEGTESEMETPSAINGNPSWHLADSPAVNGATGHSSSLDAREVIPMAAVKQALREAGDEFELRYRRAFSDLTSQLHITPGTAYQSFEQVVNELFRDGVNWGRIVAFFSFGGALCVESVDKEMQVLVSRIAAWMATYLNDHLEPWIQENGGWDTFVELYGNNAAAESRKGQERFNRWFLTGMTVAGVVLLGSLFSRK
RGS8-Gao = modulates binding of RGS8 to human Galphao; response (percent of control binding), % at 10 µM; AID 1423; multiplexed bead flow cytometry; actives lie on both sides; actives 0.34% (n = 220,000); P09471; in the data active = response below about 60% or above about 140%; inactive = in between;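 note: Galphao activated as the GDP aluminium fluoride complex binding bead-coupled RGS8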
Target sequence (P09471 whole entry, looked up): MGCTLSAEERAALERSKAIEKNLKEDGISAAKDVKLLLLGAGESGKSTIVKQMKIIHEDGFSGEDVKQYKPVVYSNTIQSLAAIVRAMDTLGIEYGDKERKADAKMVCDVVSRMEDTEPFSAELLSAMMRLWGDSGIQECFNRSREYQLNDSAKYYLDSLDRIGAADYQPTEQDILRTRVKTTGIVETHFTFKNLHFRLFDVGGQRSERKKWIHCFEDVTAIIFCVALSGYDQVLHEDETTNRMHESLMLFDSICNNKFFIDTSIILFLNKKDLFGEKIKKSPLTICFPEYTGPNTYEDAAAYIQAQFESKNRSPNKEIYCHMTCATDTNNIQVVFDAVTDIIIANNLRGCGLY
RGS4-Gao reg = human RGS4-Galphao interaction regulation. AID 1415. Multiplexed bead flow cytometry, RGS4-Galphao binding; actives lie on both sides. binding response (% of control), % at 10 µM. actives 0.33% (n = 220,000). P09471; in the data active = binding response below about 49% or above about 150%; inactive = in between;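 note: fluorescent Galphao activated with aluminum fluoride binding bead-coupled RGS4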
GSH fluor = compound fluoresces at 488/530 nm on GSH beads | GSH beads flow cytometry, compound fluorescence 488/530 nm; stronger effect = higher value | actives 0.25% (n = 190,000) | fluorescence (KMESF) at 10 µM; in the data active = fluorescence above about 89;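 note: glutathione beads carrying GST-tagged Bcl family fusion proteins plus one bare bead set; values are compound well signal with DMSO vehicle wells as background; inactives centre near 16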
Bim-Mcl-1 = inhibitors of Bim-Mcl-1 interaction, human; Bead-based flow cytometry, Bim peptide-Mcl-1 binding; AID 1009; Q07820; inhibition, % at 10 µM; actives 0.1% (n = 190,000);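 note: 0% = no compound tracer wells and 100% = peptide blocker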
Bfl-1 Bim block = human Bim-Bfl-1 interaction inhibition | actives 0.12% (n = 190,000) | inhibition, % at 10 µM | Q16548 | Bead-based flow cytometry, Bim-Bfl-1 binding inhibition;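 note: 0% = wells without compound plus tracer and 100% = blocker peptide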
Bim-Bcl-B = inhibitors of Bim-Bcl-B interaction, human; actives 0.073% (n = 190,000); Q9HD36; inhibition, % at 10 µM; bead-based flow cytometry, Bim peptide-Bcl-B binding; AID 951;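 note: 0% = tracer peptide without compound and 100% = reference inhibitor peptide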
RGS7-Gao = regulators of human RGS7-Galphao interaction; P09471; Multiplexed bead flow cytometry, RGS7-Galphao binding; actives lie on both sides; binding response (% of control), % at 10 µM; actives 0.35% (n = 220,000); AID 1439; in the data active = binding response below about 49% or above about 150%;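 note: fluorescent Galphao held in activated GDP-AlF4 state binding bead-coupled RGS7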
* hit, by the source's call. Cut-off read from the data, not from the text of the source, unless noted: active = inhibition above about 40%.

| compound | Bim-Mcl-1 | Bim-Bcl-B | Bfl-1 Bim block | RGS7-Gao | GSH fluor | RGS8-Gao | Mcl1 Bid PPI | RGS4-Gao reg | Bim-Bcl-XL | Bim-Bcl-2 | Bim-Bcl-W |
| --- | --- | --- | --- | --- | --- | --- | --- | --- | --- | --- | --- |
| NC(=O)CSc1nc(-c2ccccc2)nc2c1CCCC2 | 0 | -4 | -5 | 84 | 13 | 97 | -2 | 91 | 0 | 0 | 0 |
| CC(C(=O)NC1CCCc2ccccc21)N1CCN(c2ccc(F)cc2)CC1 (stereo not drawn) | -3 | -13 | -10 | 104 | 15 | 98 | -36 | 100 | -8 | -7 | -6 |
| COc1ccc(N=Cc2ccc(-c3ccccc3)o2)cc1 | -3 | -5 | -5 | 100 | 13 | 101 | -71 | 98 | -4 | -1 | -2 |
| CC1CN(C(=O)c2cccc(C(=O)N3CC(C)OC(C)C3)c2)CC(C)O1 (stereo not drawn) | 2 | -2 | -11 | 98 | 16 | 101 | 97* | 100 | 0 | -6 | 2 |
| CCn1c(SCC(=O)N2CCN(c3cccc(Cl)c3)CC2)nc2ccccc2c1=O | -4 | -7 | -8 | 99 | 21 | 105 | -4 | 103 | -7 | 2 | -6 |
| COCCNC(=O)Cn1cc(C(=S)N2CCCCC2)c2ccccc21 | 4 | 0 | -2 | 95 | 19 | 100 | -56 | 101 | 0 | -3 | -1 |
| Cc1[nH]n(-c2cccc(Cl)c2)c(=O)c1/C=N/n1c(C)nc2ccccc2c1=O | 1 | -9 | -8 | 94 | 12 | 96 | -42 | 97 | -5 | -8 | 0 |
| O=C1C(=C2CCCCC2)SC(=S)N1Cc1ccco1 | 2 | -6 | 1 | 95 | 54 | 98 | -84 | 95 | -4 | -1 | -2 |
| CCc1ccc(NC(=O)CS(=O)CC(=O)NCCCc2ccccc2)cc1 (stereo not drawn) | -1 | -2 | 0 | 101 | 19 | 99 | -13 | 99 | -1 | -2 | 0 |
| C#CCOCCOCCOCCNc1nc(N2CCN(C(=O)[C@H]([C@@H](C)CC)n3cc([C@@H](N)CC(C)C)nn3)CC2)nc(N2CCN(C(=O)[C@H](CCCCN)n3cc([C@@H](N)CC(C)C)nn3)CC2)n1 | 0 | -2 | -4 | 105 | 18 | 105 | 16 | 106 | 0 | -2 | 1 |
| CCc1ccc(N(C(C)=O)C2C=CS(=O)(=O)C2)cc1 (stereo not drawn) | 2 | -4 | -6 | 102 | 24 | 100 | -2 | 99 | -1 | -5 | 1 |
| C=CCNc1nc(-c2ccccc2)nc(-n2ccnc2)n1 | -2 | 0 | -3 | 103 | 13 | 101 | -16 | 102 | 3 | -1 | 2 |
| O=C(CNC(=S)N(Cc1ccc(F)cc1)C1CCCCC1)NCCN1CCOCC1 | 3 | -4 | -4 | 107 | 11 | 108 | -31 | 106 | -1 | -3 | 0 |
| COc1ccc(NC(=O)CSc2nnc(Cn3cnc4ccccc43)n2C)cc1 | -1 | -3 | -2 | 103 | 17 | 101 | -5 | 102 | -5 | 1 | 0 |
| Cc1c(C(=O)O)sc2ncn(C)c(=O)c12 | 0 | -3 | -2 | 100 | 25 | 100 | -1 | 97 | -3 | 0 | -2 |
| Clc1ccc(-c2nnc(NCc3ccccc3)c3ccccc23)cc1 | -4 | 7 | 3 | 96 | 11 | 97 | -1 | 98 | -3 | 6 | 1 |
| CC(C)(C)C(=O)Nc1cccc(-c2nc3ccccc3c(=O)o2)c1 | 1 | 3 | 2 | 99 | 14 | 100 | -4 | 104 | 7 | 2 | 4 |
| CCN(CC)CCN1C(=O)C(O)=C(C(=O)c2cccs2)C1c1ccccn1 (stereo not drawn) | 2 | -6 | -8 | 94 | 25 | 101 | -26 | 100 | -6 | -7 | 2 |
| CCC(=O)N/C(=N\OCc1ccc(F)cc1)c1nonc1NC(=O)CC | 0 | -3 | 2 | 100 | 10 | 101 | -20 | 106 | -3 | -2 | 1 |
| COCCn1nnnc1C(c1cc2cc(C)ccc2[nH]c1=O)N1CCCCCC1 (stereo not drawn) | 0 | -9 | -10 | 101 | 38 | 98 | -5 | 97 | -7 | -7 | -1 |
| C/C(=N\NC(=O)c1ccc2c(c1)OCO2)c1ccc(C(=O)O)s1 | 0 | 2 | -3 | 94 | 22 | 97 | -41 | 95 | -1 | 1 | 0 |
| CCNC(=O)Nc1nc2ccccc2s1 | -1 | 0 | -1 | 103 | 73 | 100 | -7 | 99 | -3 | -3 | -1 |

Limited to Bim-Bcl-W, for six of the compounds above:
Molecule | Bim-Bcl-W
Cc1c(C(=O)O)sc2ncn(C)c(=O)c12 | -2
Clc1ccc(-c2nnc(NCc3ccccc3)c3ccccc23)cc1 | 1
CC(C)(C)C(=O)Nc1cccc(-c2nc3ccccc3c(=O)o2)c1 | 4
CCN(CC)CCN1C(=O)C(O)=C(C(=O)c2cccs2)C1c1ccccn1 (stereo not drawn) | 2
CCC(=O)N/C(=N\OCc1ccc(F)cc1)c1nonc1NC(=O)CC | 1
COCCn1nnnc1C(c1cc2cc(C)ccc2[nH]c1=O)N1CCCCCC1 (stereo not drawn) | -1

Sorted by molar mass (smallest number first): 5 of the compounds above.
| compound | Bim-Mcl-1 | Bim-Bcl-B | Bfl-1 Bim block | RGS7-Gao | GSH fluor | RGS8-Gao | Mcl1 Bid PPI | RGS4-Gao reg | Bim-Bcl-XL | Bim-Bcl-2 | Bim-Bcl-W |
| --- | --- | --- | --- | --- | --- | --- | --- | --- | --- | --- | --- |
| CCNC(=O)Nc1nc2ccccc2s1 | -1 | 0 | -1 | 103 | 73 | 100 | -7 | 99 | -3 | -3 | -1 |
| Cc1c(C(=O)O)sc2ncn(C)c(=O)c12 | 0 | -3 | -2 | 100 | 25 | 100 | -1 | 97 | -3 | 0 | -2 |
| CCc1ccc(N(C(C)=O)C2C=CS(=O)(=O)C2)cc1 (stereo not drawn) | 2 | -4 | -6 | 102 | 24 | 100 | -2 | 99 | -1 | -5 | 1 |
| O=C(CNC(=S)N(Cc1ccc(F)cc1)C1CCCCC1)NCCN1CCOCC1 | 3 | -4 | -4 | 107 | 11 | 108 | -31 | 106 | -1 | -3 | 0 |
| C#CCOCCOCCOCCNc1nc(N2CCN(C(=O)[C@H]([C@@H](C)CC)n3cc([C@@H](N)CC(C)C)nn3)CC2)nc(N2CCN(C(=O)[C@H](CCCCN)n3cc([C@@H](N)CC(C)C)nn3)CC2)n1 | 0 | -2 | -4 | 105 | 18 | 105 | 16 | 106 | 0 | -2 | 1 |
